aSyn yeast inh = rescues yeast growth from alpha-synuclein toxicity. Yeast expressing alpha-synuclein, growth rescue, BacTiter-Glo, 24 h. Potency, µM (doses to about 46.1 µM), for the others: at the top dose growth rescue (activation), most hits filed as activators. actives 0.14% (n = 370,000); further: potency means the concentration at half of the fitted maximal effect; % of control where 0% means no effect; nearly all actives have a fitted effect of over 65% in size
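Galactose-induced alpha-syn yeast (OD600=0.02, raffinose-pregrown) + pinned cpd, 24 hr, 30 deg C; growth by BacTiter-Glo luminescence. Growth restoration scores as activation.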
EPAC1 agonist = activates human EPAC1 exchange factor; O95398; EPAC1 agonist qHTS, biochemical assay; response scale: 100% = response to 6.5 mM cAMP; Potency, µM (top dose mostly 154 µM), without a hit: at the top dose activation, usual class: activators; actives 0.073% (n = 360,000); further: potency means the concentration at half of the fitted maximal effect; nearly all actives have a fitted effect of over 60% in size
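Nucleotide exchange by EPAC1 (100 nM) on Rap1B–BODIPY-GDP (250 nM) in the presence of 50 uM GDP is tracked fluorescently at 480/540 nm over 30 min. Signals are normalized to a 6.5 mM cAMP control.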
IL-2 act = activators of IL-2. activation, % (series mostly up to about 46 µM). IL-2 activation reporter assay, cell-based qHTS; stimulated with anti-CD3/CD4/CD28 beads; in transgenic mouse T cells. actives 0.065% (n = 360,000); in the data active means activation above about 50%; inconclusive means mostly about 30% to 49%; further: 0% is about no effect
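Unstimulated transgenic mouse T cells preincubated 60 min with compound, then stimulated with anti-CD3/anti-CD4-coated beads plus anti-CD28 for 18 h at 37 degrees C. IL-2 response read as EGFP and DsRed fluorescence by plate cytometry.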
PI5P4Ka inh = PI5P4K alpha (human) kinase inhibition; P48426; PI5P4Kalpha enzyme, ADP-Glo luminescence, 60 min; stronger effect = lower value; max response, %; actives 1.2% (n = 330,000); active means max response of -50% or lower; inconclusive means between -30% and -50%; inactive means -30% or higher; further: value at the top dose of about 77 µM; on the % scale 0 is the no-effect control and ±100 the full control effect
Target sequence (P48426 whole entry, looked up): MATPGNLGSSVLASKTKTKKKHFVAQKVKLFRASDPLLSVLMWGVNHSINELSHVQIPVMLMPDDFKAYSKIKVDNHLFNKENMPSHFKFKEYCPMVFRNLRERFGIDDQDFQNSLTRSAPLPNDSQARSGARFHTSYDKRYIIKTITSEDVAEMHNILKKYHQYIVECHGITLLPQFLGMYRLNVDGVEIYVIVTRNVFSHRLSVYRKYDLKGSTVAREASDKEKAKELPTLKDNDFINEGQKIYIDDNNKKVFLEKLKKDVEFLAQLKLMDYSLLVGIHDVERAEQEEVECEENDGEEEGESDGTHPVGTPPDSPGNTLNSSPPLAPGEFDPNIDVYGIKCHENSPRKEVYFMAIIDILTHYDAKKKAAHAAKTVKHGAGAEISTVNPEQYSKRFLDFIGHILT
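qHTS, 1536-well: enzyme/substrate mix, compound by pin tool, 5 microM ATP final; RT 60 min; ADP-Glo reagents 1 (45 min) then 2 (30 min); luminescence.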
Abeta rescue = A-beta toxicity reversal in yeast. yeast expressing A-beta42, growth rescue, OD600, 48 h; response scale: 0% DMSO, 100% iron-clioquinol control. Potency, µM (titrated, usually from 46.1 µM), without a hit: at the highest dose growth rescue, most hits filed as activators. actives 0.063% (n = 410,000). AID 1347071; further: potency means the concentration at half of the fitted maximal effect; nearly all actives have a fitted effect of over 55% in size
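Growth rescue measured by 600 nm absorbance after 48 h yeast culture at 30 C with compound. Values normalized between DMSO and an equimolar ferric chloride plus clioquinol control.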
PLK1 PBD block = inhibitors of human PLK1 polo-box domain binding. P53350. Plk1 PBD binding of FITC phosphopeptide, fluorescence polarization. actives 2.8% (n = 360,000). Potency, µM, inactives show max response, negative = inhibition, actives largely listed as inhibitors. AID 720504; further: potency means the concentration at half of the fitted maximal effect; series mostly up to about 57 µM; on the % scale 0 is the no-effect control and ±100 the full control effect; nearly all actives have a fitted effect of over 65% in size
Target sequence (P53350 whole entry, looked up, the tested form may be a part): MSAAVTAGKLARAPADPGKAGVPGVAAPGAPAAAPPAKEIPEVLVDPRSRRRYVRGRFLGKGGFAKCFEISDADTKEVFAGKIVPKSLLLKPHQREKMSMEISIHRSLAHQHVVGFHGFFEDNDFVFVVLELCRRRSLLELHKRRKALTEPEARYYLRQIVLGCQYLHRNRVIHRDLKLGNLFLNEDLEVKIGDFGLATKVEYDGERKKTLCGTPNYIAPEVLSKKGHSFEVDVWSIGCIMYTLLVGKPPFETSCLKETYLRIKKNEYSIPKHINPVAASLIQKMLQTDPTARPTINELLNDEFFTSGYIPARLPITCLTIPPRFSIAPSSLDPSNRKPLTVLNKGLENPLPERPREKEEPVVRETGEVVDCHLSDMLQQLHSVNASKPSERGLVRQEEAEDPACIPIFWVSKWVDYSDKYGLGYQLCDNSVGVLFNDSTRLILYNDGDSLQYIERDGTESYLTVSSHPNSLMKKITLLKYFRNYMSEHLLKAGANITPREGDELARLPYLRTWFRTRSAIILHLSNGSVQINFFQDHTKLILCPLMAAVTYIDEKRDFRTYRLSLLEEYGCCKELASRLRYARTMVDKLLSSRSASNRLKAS
EPAC1 antag = antagonists of human EPAC1; O95398; Potency, µM (doses to about 115 µM), inactives show top-dose activity change, negative = inhibition, usual class: inhibitors; actives 0.14% (n = 360,000); EPAC1 GEF assay, Rap1b-BODIPY-GDP exchange fluorescence;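 further: potency means the concentration at half of the fitted maximal effect; plate controls were vehicle for no effect and positive control for full effect; nearly all actives have a fitted effect of over 50% in size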
FUS suppressor = suppressors of FUS proteinopathy in yeast; S. cerevisiae FUS-expressing, growth rescue, OD600, 24 h; Potency, µM (doses to about 76.6 µM), for inactives: top-dose growth rescue (activation), hits mostly activators; actives 0.24% (n = 390,000); AID 1347120;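 further: potency means the concentration at half of the fitted maximal effect; plate controls were DMSO vehicle for no effect and reference control for full effect; nearly all actives have a fitted effect of over 55% in size; some results filed as inactive show a strong effect at the top dose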
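Steps: raffinose overnight preculture; dilution to OD 0.005 in 2% galactose minimal medium; compound addition (concentration series); 24hr at 30C, 99% humidity; absorbance read at 600 nm.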
WRN inhibitor = WRN helicase (human) inhibition | Q14191 | WRN helicase unwinding, fluorescent forked duplex, kinetic | Potency, µM (highest dose often 114 µM), for the others: at the highest dose activity change, negative = inhibition, most hits filed as inhibitors | actives 0.46% (n = 360,000); further: potency means the concentration at half of the fitted maximal effect; on the % scale 0 is the no-effect control and ±100 the full control effect; nearly all actives have a fitted effect of over 55% in size
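Fluorescence dequenching readout, ex 525 nm/em 598 nm, kinetic mode: forked duplex DNA (100 nM final) with adjacent fluorophore and quencher unwound by WRN (20 nM final) with 2 mM ATP. Compound preincubation 15 min, room temperature.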
An asterisk follows results filed as active; ? = inconclusive; . = no result given; [ ] = another dose, or the depositor's remark. Unless noted, the call rests on the fitted dose curve; in most records, active means well fitted curve in the direction sought with a large enough effect; inconclusive means small, poorly fitted or top-dose-only effect, or another doubt; inactive means no such curve, though single readings can be large; an effect the other way counts as inactive or inconclusive.

Values run as follows: aSyn yeast inh | EPAC1 agonist | IL-2 act | PI5P4Ka inh | Abeta rescue | PLK1 PBD block | EPAC1 antag | FUS suppressor | WRN inhibitor
> Cc1ccc(C)c(S(=O)(=O)N2CCCOC2CNC(=O)C(=O)NCCCN2CCOCC2)c1 (stereo not drawn)
→ -1% | -20% | -0.4 | 3 | -11% | -14% | -11% | 19% | -17%
> Clc1ccc2c(N/N=C/c3cccc(Br)c3)ccnc2c1
→ 12% | 0% | 0.2 | -69* | -36%[inhibitor] | -8% | -13% | 14% | -17%
> Cc1cc(C)n2cc(CSCc3ccccc3)nc2n1
→ 0% | 16% | -0.6 | 1 | -9% | -14% | 0% | 6% | 3%
> O=C(NCCCCc1ccccc1)C1CCCC1
→ -1% | -3% | -0.5 | 4 | 11% | -9% | -6% | 7% | 5%
> Cc1ccccc1OCC(=O)Nc1ccc2c(c1)OCO2
→ 2% | 3% | -1.5 | 0 | -3% | -18% | 4% | 0% | -6%
> N#CC1=C(N)N(c2ccccc2)C2=C(C(=O)CCC2)C1c1ccsc1 (stereo not drawn)
→ 7% | 7% | -0.2 | . | 6% | -8% | -9% | ? | ?
> N#Cc1ccccc1OCC(=O)NC(=O)NCc1ccccc1
→ 4% | 5% | 0.9 | 9 | -5% | -9% | -1% | 4% | 1%
> CC12CCC(C)(O1)C1C(=O)N(c3nccs3)C(=O)C12 (stereo not drawn)
→ 2% | 1% | 2.0 | 6 | 6% | 4% | -4% | 2% | 4%
> O=C(c1cnc2n(c1=O)CCS2)N1CCN(C(c2ccccc2)c2ccc(Cl)cc2)CC1 (stereo not drawn)
→ 6% | 6% | -0.7 | 10 | 4% | -5% | -15% | 32% | -7%
> CCOC(=O)NC(=O)CSc1cc(C)c2cc(C)cc(C)c2n1
→ -1% | 4% | -3.2 | 0 | 18% | -22% | ? | 25% | -3%
> CCc1ccc(C(=O)NNC(=O)CCC2CCCCC2)cc1
→ 4% | 9% | -3.5 | 1 | 1% | 1% | ? | 10% | -10%
> COC(=O)CSC1=C(C#N)C(c2ccc(F)cc2)CC(=O)N1 (stereo not drawn)
→ -7% | -8% | -2.1 | -3 | -9% | -10% | -18% | 1% | 13%
> COc1ccc(CCNC(=O)C(CC(C)C)NC(N)=O)cc1 (stereo not drawn)
→ -9% | 6% | 1.0 | 5 | -4% | -3% | 9% | -25% | 5%
> COc1ccc2oc(C(=O)Nc3nnc(C)s3)c(C)c2c1
→ -11% | -7% | 0.1 | -13 | 6% | -2% | -3% | . | -11%
> Cn1c(SCC(=O)Nc2sccc2C(N)=O)nc2ccccc2c1=O
→ 7% | -11% | 3.8 | 7 | 1% | -2% | -2% | 15% | -9%
> CCc1cccc(NC(=O)Cn2c(=O)c3cccn3c3ccccc32)c1
→ 0% | 4% | -0.9 | 6 | -10% | 1% | ? | -21% | -8%
> Cc1ccccc1-c1cc(=O)c2c(O)cccc2o1
→ -2% | -7% | -0.1 | 4 | -18% | 3% | -14% | -22% | 2%
> CCCCC(CCC(=O)Nc1ccc(C(=O)OC)cc1)C(=O)O (stereo not drawn)
→ 8% | 17% | -0.5 | -2 | 26% | -6% | -16% | 9% | -8%
> Cc1ccc(NC(=O)C(C)N2CCN(C)CC2)cc1S(=O)(=O)N1CCOCC1 (stereo not drawn)
→ -2% | -1% | 0.4 | 5 | -7% | -4% | -8% | 4% | -9%
> CCOC(=O)C1CCN(Cc2nnc(-c3ccccc3C)o2)CC1
→ -6% | 5% | -1.2 | 1 | 2% | -1% | -18% | -9% | 1%
> NS(=O)(=O)c1cccc(NC(=O)COC(=O)c2cc(-c3ccc(Cl)cc3)nc3ccccc23)c1
→ -8% | 3% | -5.4 | -8 | -2% | 0% | -22% | ? | -3%
> O=S(=O)(Nc1ccc(-n2cnnn2)cc1)c1ccc(Cl)s1
→ 3% | -3% | 0.7 | -1 | -2% | 5% | 1% | 6% | 3%
> CCN1CCN(CC#CCOc2ccccc2OC)CC1
→ -7% | 10% | 1.1 | -7 | 7% | -2% | -3% | -8% | ?
> Cc1cc(C)c(C(=O)Nc2ccc3c(c2)OCCO3)c(C)c1
→ 4% | 11% | 0.3 | 3 | -4% | -17% | -2% | -33% | -3%
> O=C(NCCCN1CCCC1)c1[nH]c(C(F)(F)F)nc1-c1ccccc1
→ -6% | 16% | -0.3 | 5 | -13% | -15% | 4% | -18% | -3%
> Cc1nnc(-c2cnn(-c3ccccc3)c2N)n1Cc1ccc(F)cc1
→ 0% | 4% | -2.0 | -1 | 5% | -2% | -4% | 8% | 5%
> CCC(NC(=O)c1ccccc1NC(=O)c1ccco1)C(=O)NNC(=O)c1ccc(OC)cc1 (stereo not drawn)
→ -8% | -14% | -0.7 | -20 | -21% | -11% | ? | ? | ?
> Cc1nc2sc(-c3ccccc3)nn2c(=O)c1Br
→ -6% | 1% | -0.2 | -1 | -8% | 4% | 3% | . | -11%
> COc1ccccc1-c1nnc2sc(-c3cnccn3)nn12
→ -2% | 0% | 1.3 | . | 4% | ? | -13% | 45% | ?
> O=S(=O)(c1ccc(Oc2ccc(S(=O)(=O)N3CCOCC3)cc2)cc1)N1CCOCC1
→ -4% | 10% | -0.3 | 8 | -4% | -18% | -15% | -14% | 9%
> CCC(=O)Nc1nnc(SCC(=O)Nc2cccc(Cl)c2)s1
→ 1% | 12% | -0.9 | -6 | -7% | 2% | -2% | 9% | -5%
> CC1CCN(C(=O)c2ccccc2NC(=O)Cc2ccccc2)CC1
→ 5% | -10% | -3.1 | -1 | -6% | 4% | -4% | -8% | 9%
> CCOC1=C2CN(S(=O)(=O)c3ccc(C)cc3)[C@H](c3ccccc3)C[C@@H]2N(S(=O)(=O)c2ccc(C)cc2)[C@H](c2cccs2)C1
→ -4% | -13% | 1.6 | 5 | 2% | -4% | -25% | -6% | -9%
> NC(=O)c1ccccc1NC(=O)COC(=O)CSCc1cccc(Cl)c1
→ 0%[1.84 µM] | -4% | 0.1 | -6 | 2% | -6% | 8% | 12% | 8%
> CCOC(=O)c1c(NC(=O)CSC2=NN3CCCC(=O)N=C3S2)sc2c1CCCCC2
→ 3% | -24% | -4.2 | -8 | -3% | -5% | 22% | -16% | 5%
> C=CCNC(=O)c1cc(-c2ccc(Br)cc2)on1
→ -4% | 4% | -3.7 | . | 12% | -7% | 19% | 0% | 2%
> COCCSc1ccccc1C(=O)Nc1ccc2c(c1)OCCO2
→ 3% | 6% | -0.8 | -2 | -5% | -9% | -3% | 7% | -8%
> CCN(CC)C(=O)CCSc1nnc(-c2ccco2)o1
→ 0% | -4% | -1.6 | 2 | -13% | -5% | -1% | 1% | -4%
> COC(=O)NC1(C(F)(F)F)NC(=O)N(C2CCCCC2)C1=O (stereo not drawn)
→ 12% | 1% | 0.1 | 0 | -5% | -8% | 2% | -7% | 6%
> Cc1ccc(N(C(=O)CNC(=O)c2ccco2)C(C(=O)NC2CCCCC2)c2ccncc2)c(C)c1 (stereo not drawn)
→ 3% | -1% | 0.9 | -1 | 19% | 0% | 3% | -5% | 4%
> CC(C)c1ccc(CC(=O)N2CCC2(C)C(=O)Nc2cnc3ccccc3c2)cc1 (stereo not drawn)
→ 6% | 4% | -0.2 | 19 | 0% | 5% | -17% | 40% | -7%
> CCn1cc(C(=O)N2CCOCC2)c(=O)c2cc(S(=O)(=O)N(C)C3CCCCC3)ccc21
→ -6% | -1% | -0.6 | -3 | 15% | -4% | -4% | -2% | 4%
> Nc1nnn(CC(=O)N/N=C/c2cccc(Cl)c2)n1
→ 6% | -3% | 0.0 | 6 | 5% | -3% | 5% | -9% | -14%
> Cc1ccc2cc(CCNC(=O)c3ccc(S(=O)(=O)N4CCCCC4)cc3)c(=O)[nH]c2c1
→ 10% | -5% | -2.6 | -16 | 6% | 0% | 18% | 14% | 4%
> CCOC(=O)c1cc(-c2ccc(C)cc2)n(CCC(=O)NCCN(C)C)c1C
→ 7% | -2% | 2.6 | . | 19% | 1% | 15% | 22% | -14%
> COc1ccc(S(=O)(=O)N2CCC3(CC2)CC(=O)c2ccccc2O3)cc1
→ -1% | -3% | -0.1 | 8 | -4% | -5% | 1% | -4% | -2%
> CCc1cccc(CC)c1-n1c(-c2cccnc2)n[nH]c1=S
→ 0% | 2% | -5.4 | -18 | 11% | -3% | -18% | 7% | -32%
> Cc1nc(NC(=O)/C=C/c2ccccc2)sc1C(=O)N1CCCCC1
→ 10% | 9% | -0.1 | 1 | 11% | -1% | -4% | 14% | 3%

Exported with tabs: entries from further up.
canonical_smiles	aSyn yeast inh	EPAC1 agonist	IL-2 act	PI5P4Ka inh	Abeta rescue	PLK1 PBD block	EPAC1 antag	FUS suppressor	WRN inhibitor
C=CCNC(=O)c1cc(-c2ccc(Br)cc2)on1	-4%	4%	-3.7	.	12%	-7%	19%	0%	2%
COCCSc1ccccc1C(=O)Nc1ccc2c(c1)OCCO2	3%	6%	-0.8	-2	-5%	-9%	-3%	7%	-8%
CCN(CC)C(=O)CCSc1nnc(-c2ccco2)o1	0%	-4%	-1.6	2	-13%	-5%	-1%	1%	-4%
COC(=O)NC1(C(F)(F)F)NC(=O)N(C2CCCCC2)C1=O (stereo not drawn)	12%	1%	0.1	0	-5%	-8%	2%	-7%	6%
Cc1ccc(N(C(=O)CNC(=O)c2ccco2)C(C(=O)NC2CCCCC2)c2ccncc2)c(C)c1 (stereo not drawn)	3%	-1%	0.9	-1	19%	0%	3%	-5%	4%
CC(C)c1ccc(CC(=O)N2CCC2(C)C(=O)Nc2cnc3ccccc3c2)cc1 (stereo not drawn)	6%	4%	-0.2	19	0%	5%	-17%	40%	-7%
CCn1cc(C(=O)N2CCOCC2)c(=O)c2cc(S(=O)(=O)N(C)C3CCCCC3)ccc21	-6%	-1%	-0.6	-3	15%	-4%	-4%	-2%	4%
Nc1nnn(CC(=O)N/N=C/c2cccc(Cl)c2)n1	6%	-3%	0.0	6	5%	-3%	5%	-9%	-14%
Cc1ccc2cc(CCNC(=O)c3ccc(S(=O)(=O)N4CCCCC4)cc3)c(=O)[nH]c2c1	10%	-5%	-2.6	-16	6%	0%	18%	14%	4%
CCOC(=O)c1cc(-c2ccc(C)cc2)n(CCC(=O)NCCN(C)C)c1C	7%	-2%	2.6	.	19%	1%	15%	22%	-14%

Screening data deposited in PubChem by National Center for Advancing Translational Sciences (NCATS).
